Screening data: PubChem BioAssay, Broad Institute
SIRT5 block – blocks human SIRT5 desuccinylation of peptide. Q9NXA8. Purified SirT5, succinyl-peptide AMC, trypsin-coupled fluorescence. inhibition, % at 15 µM. 330,000 compounds, 1.1% hits. AID 652115; in the data active = inhibition above about 15%; inconclusive = no clear call, values can overlap the other calls
ERp5 inh – ERp5 (human) disulfide isomerase inhibition | ERp5 insulin aggregation, absorbance 650 nm, 90 min | 350,000 compounds, 0.05% hits | inhibition, % at 9.99 µM | Q15084;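 active = mean replicate inhibition above about 25%, with every replicate also reaching it, limit read from the data, passing the limit was not always enough; inconclusive = only one of those two criteria met; inactive = neither criterion met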
F508del corr – correctors of CFTR F508del function in bronchial epithelial cells; CFBE cells, YFP halide quenching; stimulated with forskolin plus potentiator P3; % fluorescence drop versus neutral controls; activity (quench increase), % at 7.58 µM; 350,000 compounds, 0.36% hits; AID 720511;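 active = mean added fluorescence quench of at least 8% versus neutral control, with both replicates also reaching 8%; inconclusive = only one of the mean or replicate conditions met; inactive = mean below 8% and not both replicates reaching 8%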;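 also: cells transiently co-express mutant CFTR-F508del with the halide-sensitive YFP; corrector assay measuring rescue of mutant channel to the surface after 24 h compound exposure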
CASP6 VEID inh – inhibitors of human caspase-6. P55212. purified caspase-6, Z-VEID-R110 cleavage fluorescence. inhibition, % at 12.5 µM. 350,000 compounds, 0.53% hits;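 active = mean inhibition across replicates at least about 35%, with every replicate also reaching that limit, limit read from the data; inconclusive = only one of the two criteria met; inactive = neither criterion met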;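 also: 0% = median of neutral control wells and 100% = no fluorescence left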
miR122 inh – inhibitors of miR-122 in Huh7 cells; AID 602342; Huh7 miR-122 Renilla luciferase sensor, 48 h; neutral wells = 0, positive control = 100; 340,000 compounds, 0.3% hits; activation (reporter increase), % at 12.5 µM;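 active = mean replicate activation score at least 90 and every replicate individually at or above 90; inconclusive = only one of the two criteria met; inactive = neither criterion met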;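 also: higher luciferase means less miR-122 activity so hits act as miR-122 inhibitors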
DENV2 CPE – protects cells from dengue virus 2 cytopathic effect; DENV2-infected cells, cytopathic effect rescue, plate reader; CPE inhibition, % at 9.99 µM; AID 651640; 350,000 compounds, 1.7% hits; in the data active = CPE inhibition above about 20%, passing the limit was not always enough; inconclusive = no clear call, values can overlap the other calls; tested in BHK-21 cells;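 also: 0% = median of neutral control wells and 100% = median of positive control wells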
ERAP1 inh – ERAP1 (human) enzyme inhibition; 340,000 compounds, 0.15% hits; recombinant ERAP1, Leu-AMC fluorescence, 60 min; inhibition, % at 10.7 µM; AID 652197; Q9NZ08;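 active = mean replicate inhibition of at least 30%, or all replicates individually reaching that 30% level; inactive = mean below 30% and not every replicate reaching it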;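 also: 0% = neutral control wells and 100% = L-leucinethiol positive control wells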
Target sequence (Q9NZ08 whole entry, looked up): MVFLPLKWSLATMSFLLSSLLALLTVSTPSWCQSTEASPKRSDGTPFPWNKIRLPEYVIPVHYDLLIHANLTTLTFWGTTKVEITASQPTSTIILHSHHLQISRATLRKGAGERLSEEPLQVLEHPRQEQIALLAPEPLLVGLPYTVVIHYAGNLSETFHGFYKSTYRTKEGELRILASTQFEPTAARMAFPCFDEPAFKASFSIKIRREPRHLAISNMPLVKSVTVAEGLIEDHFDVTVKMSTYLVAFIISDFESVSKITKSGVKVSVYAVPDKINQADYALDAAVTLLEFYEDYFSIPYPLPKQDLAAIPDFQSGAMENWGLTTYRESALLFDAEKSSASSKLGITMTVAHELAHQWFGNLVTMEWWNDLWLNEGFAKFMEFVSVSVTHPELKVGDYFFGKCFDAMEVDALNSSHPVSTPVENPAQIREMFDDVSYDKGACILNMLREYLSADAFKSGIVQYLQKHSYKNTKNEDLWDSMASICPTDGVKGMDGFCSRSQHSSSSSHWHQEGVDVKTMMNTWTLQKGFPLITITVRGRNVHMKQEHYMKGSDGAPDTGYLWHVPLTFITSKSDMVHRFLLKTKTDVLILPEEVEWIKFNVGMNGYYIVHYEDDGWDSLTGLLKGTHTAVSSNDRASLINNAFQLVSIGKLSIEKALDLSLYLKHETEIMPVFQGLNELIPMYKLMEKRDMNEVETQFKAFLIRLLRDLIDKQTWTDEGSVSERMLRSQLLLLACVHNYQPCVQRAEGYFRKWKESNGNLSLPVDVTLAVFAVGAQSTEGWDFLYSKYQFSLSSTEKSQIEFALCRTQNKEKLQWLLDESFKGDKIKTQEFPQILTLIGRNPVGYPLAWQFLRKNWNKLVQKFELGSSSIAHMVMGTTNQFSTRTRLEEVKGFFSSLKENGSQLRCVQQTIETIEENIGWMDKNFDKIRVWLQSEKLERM
* marks the source's active call; other numbers are inactive results; u = inconclusive; x = no result given; [ ] = dose if it differs, or a comment.

SMILES	SIRT5 block	ERp5 inh	F508del corr	CASP6 VEID inh	miR122 inh	DENV2 CPE	ERAP1 inh
CS(=O)(=O)N1CC2(C1)[C@H](c1ccccc1)[C@H](CO)N2C(=O)C1CCC1	-7	0	1.9	-4	x	1	1
C[C@H]1CN([C@@H](C)CO)C(=O)c2cccc(N(C)C)c2O[C@@H]1CN(C)S(=O)(=O)c1cn(C)cn1	2	0	-2.9	1	2[16.7 µM]	13	3
CN(CC(=O)Nc1cc(C(F)(F)F)ccc1-n1cncn1)Cc1nc2ccccc2c(=O)[nH]1	-3	0	-0.6	-4	-4	-4	5
O=C(CSc1ccc(Cl)cc1)NNC(=O)c1ccco1	-2	7	0.4	1	x	x	-4
O=C(NC1CCC1)[C@H]1[C@H](CO)[C@H]2Cn3c(ccc(-c4cncnc4)c3=O)[C@H]2N1C(=O)NC1CCCC1	-18	3	-0.9	2	-5[16.7 µM]	5	-1
CCC(=O)N(C)C[C@H]1Oc2ncc(C#CCC(C)C)cc2C(=O)N([C@@H](C)CO)C[C@H]1C	-3	-3	0.0	-1	3[16.7 µM]	11	0
C[C@H](CO)N1C[C@H](C)[C@@H](CN(C)CC2CC2)Oc2ccc(NS(=O)(=O)c3cn(C)cn3)cc2CC1=O	13	-1	0.6	x	7[16.7 µM]	-5	0
Cc1nn(-c2ccccc2)c(N2CCCC2)c1/C=C1\N=C(c2ccccc2)OC1=O	1	1	2.6	-1	x	-1	-3
C=CCNC(=S)NS(=O)(=O)c1cccs1	-25	5	-0.7	2	1	4	2
O=C(NN1CCOCC1)c1cccc(Br)c1	-2	-2	0.5	1	6	2	x
O=C1CSC(c2cccc([N+](=O)[O-])c2)N1c1ccccc1 (configuration not stated)	0	0	-0.5	-2	1	-4	-2
COc1cc(/C=N/N(C)C)ccc1OC(=O)c1cccs1	0	-3	-3.0	0	-5	8	3
COC(=O)c1cc(CNC(=O)C(C)NS(=O)(=O)c2ccc(C)c(C)c2)ccc1OC (configuration not stated)	4	1	0.6	-3	x	-3	-2
C[C@H]1CCCCO[C@@H](CN(C)C(=O)CCC(F)(F)F)[C@@H](C)CN([C@@H](C)CO)C(=O)c2cc(NC(=O)c3ccccc3)ccc2O1	10	-4	-1.7	-1	-7[16.7 µM]	-9	-6
Cc1ccc(C(=O)Nc2cccnc2N2CCN(C)CC2)cc1	2	3	2.2	-5	3	4	4
COc1ccc(NS(=O)(=O)c2ccc(C)c(C(=O)NCc3ccccc3CN3CCCC3)c2)cc1	x	4	7.6	-5	0	-2	-4
C=C(C)COc1ccc2c(C)c(CC(=O)N3C[C@H]4C[C@@H](C3)c3cccc(=O)n3C4)c(=O)oc2c1	x	0	3.2	-3	-2	u	x
Cc1ccc(OC(=O)c2ccc3nc(C)sc3c2)cc1	2	1	1.7	-1	x	11	-1
O=C(Nc1ccc(Nc2ccccc2)cc1)c1c(F)c(F)c(F)c(F)c1F	-5	1	-11	0	7	-3	-1
CCNC(=O)Nc1ccc2c(c1)C(=O)N(C)[C@H]1CC[C@H](CC(=O)NCc3cccc(F)c3)O[C@H]1CO2	x	x	2.0	x	4[16.7 µM]	-4	x
C[C@H](CO)N1C[C@H](C)[C@H](CN(C)Cc2ccc(C(F)(F)F)cc2)Oc2c(NC(=O)C3CC3)cccc2C1=O	-4	18	0.3	2	13[16.7 µM]	u	1
COc1ccc(CNC(=O)C2Cc3c(-c4cccc(F)c4)ccnc3O2)cc1OC (configuration not stated)	x	3	0.5	5	-14	8	1
C=CCN1CCN(C(=O)CSc2ccccc2)CC1	x	2	0.2	-2	-5	1	0
C[C@@H]1CN([C@@H](C)CO)C(=O)c2cccc(NC(=O)C3CCOCC3)c2O[C@@H]1CN(C)C	-6	-1	0.1	0	-5[16.7 µM]	u	1
COc1cc(/C=C/C(=O)OCC(=O)Nc2ccc(NC(C)=O)cc2)cc(S(=O)(=O)N2CCc3ccccc32)c1OC	1	6	-1.1	1	-2	-2	-1
CC(NC(=O)C1CCN(S(=O)(=O)c2ccccc2)CC1)c1ccccc1 (configuration not stated)	-3	0	1.5	-3	-4	5	0
COCC(=O)N1CCC(Oc2ccc(C(=O)NCCc3ncccc3C)cc2)CC1	4	-17	-0.5	-3	-4	9	-1
CCOC(=O)C1CCN(C(=O)c2ccc(OC3CCN(C(=O)COC)CC3)cc2)CC1	4	1	-3.0	-1	-5	-5	0
COc1ccccc1-c1ocnc1C(=O)Nc1ccc(N2CCOCC2)cc1N1CCOCC1	-2	7	-1.3	-1	1	-6	4
CC(C(=O)N1CCOCC1)(c1ccccc1)c1ccccc1	-3	u	-3.9	1	4	-4	-2
CC(C)NC(=O)Nc1cccc2c1O[C@H](CN(C)S(=O)(=O)c1ccc(Cl)cc1)[C@@H](C)CN([C@H](C)CO)C2=O	-5	1	-0.4	-1	1[16.7 µM]	0	-1
O=C(NCCc1ccccc1)C(=O)NCC1OCCN1S(=O)(=O)c1ccc(Cl)cc1 (configuration not stated)	0	4	1.0	-1	-18	3	0
CCCNC(=S)NC1CC2CCCC(C1)N2Cc1ccccc1OC (configuration not stated)	-2	-3	1.0	-11	2	-2	2
CC(C)c1ccc(CN2CCC2(C)C(=O)Nc2ccc3c(c2)OCO3)cc1 (configuration not stated)	-3	-1	-3.2	-2	4	8	-3
Cc1cc(Br)cn2c(Cc3ccccc3C(F)(F)F)c(-c3ccc(Cl)cc3)nc12	1	-14	1.6	6	x	-12	0
C/C(=N\Nc1ccc([N+](=O)[O-])cc1)c1ccco1	x	-8	-0.3	3	1	2	3
C[C@H]1CN([C@@H](C)CO)C(=O)c2cc(C#Cc3ccncc3)cnc2O[C@H]1CN(C)S(=O)(=O)c1ccccc1F	0	x	1.4	-1	-5[16.7 µM]	1	0
CC=Cc1ccc2n(c1=O)C[C@@H]1[C@@H](CO)[C@H](C(=O)NCc3cc(F)cc(F)c3)[C@H]2N1S(C)(=O)=O (mixture of isomers)	-28	1	x	-1	x	5	-1
O=C(NCCO)C(=O)NCC1OCCCN1S(=O)(=O)c1ccc2c(c1)OCCO2 (configuration not stated)	-2	-3	-1.0	8	-3	-4	2
Cc1ccc(-c2nc3cc(C)c(Br)c(C)n3c2CC2CCCCC2)cc1	-3	-1	-1.5	0	x	-12	x
CC12CC3CC(C1)CC(C(=O)NNC(=O)c1ccncc1)(C3)C2	x	4	-0.5	-2	-9	9	0
COc1cc(/C=N/NC(=O)c2ccncc2)ccc1OC(C)=O	2	6	1.9	-3	-4	1	x
CN(C)C(=O)c1ccc(NC(=O)COC(=O)CCN=C2NS(=O)(=O)c3ccccc32)cc1	0	-3	0.3	2	5	u	-2
Cc1c(/C(O)=C2\C(=O)C(=O)N(CCCN(C)C)C2c2ccco2)cnn1-c1ccccc1 (configuration not stated)	-3	-1	0.4	-1	-4	-6	3
O=C(Nc1ccc(Br)cc1)C1C2C=CC3(O2)C1C(=O)N(CCN1CCCCC1)C3C(=O)NC1CCCCC1 (configuration not stated)	-7	1	-1.7	-8	-12	1	-15
C=CCN(C(=O)CCC(=O)Nc1cc(C)on1)C(C(=O)NC1CCCC1)c1ccc(C)cc1 (configuration not stated)	-1	1	0.7	4	-7	11	-4
O=C(CN1CCOCC1)N1CCCCN2[C@H](CO)[C@@H](c3ccc(Br)cc3)[C@@H]2C1	-6	-4	2.2	2	1[16.7 µM]	u	3
O=C1C(=NO)CCc2ccccc21	-4	-2	-1.9	68*	x	11	3
C(=N\N(c1ccccc1)c1ccccc1)/c1ccc(N2CCOCC2)s1	0	4	x	12	x	2	-3
COc1ccc(C(=O)NC(=S)NNC(=O)c2ccco2)cc1	-3	5	1.5	-1	x	3	-5
O=C(COc1ccc(S(=O)(=O)N2CCCC2)cc1)N1CCCCC1	-3	2	-1.2	1	x	2	-4
CCCNC(=O)N1[C@H](CO)[C@H](c2ccc(-c3ccccc3F)cc2)[C@@H]1C#N	-2	-4	1.7	-1	x	9	-5
CC1CCCN(C(=O)c2nn(C)c3c2CSc2ccccc2-3)C1 (configuration not stated)	2	0	2.0	-1	-2	6	3
COCC(=O)N(C)C[C@H]1Oc2ncc(C3=CCCCC3)cc2C(=O)N([C@@H](C)CO)C[C@@H]1C	-1	6	-1.8	2	-2[16.7 µM]	7	0
CCOC(=O)N1CCN(CC(=O)N2CCC(C(N)=O)CC2)CC1	-3	2	-2.1	1	1	x	x
C[C@@H]1CN([C@H](C)CO)C(=O)c2cc(NS(C)(=O)=O)ccc2O[C@@H]1CN(C)C(=O)Nc1ccc(F)cc1	-1	-3	-2.9	0	1[16.7 µM]	-12	2
COCCN(Cc1ccccc1)C(=O)c1cc(-c2ccc(OC)c(OC)c2)nc2ccccc12	-2	6	-1.5	-11	x	-3	-2
C[C@@H]1CN([C@@H](C)CO)C(=O)c2cccc(NS(=O)(=O)c3ccc(F)cc3)c2O[C@@H]1CN(C)CC1CCCCC1	-1	3	1.6	4	0[16.7 µM]	11	1
CC(=O)Nc1ccc(NC(=O)C2CCC(N3C(=O)C4C5C=CC(C6CC56)C4C3=O)CC2)cc1 (configuration not stated)	0	3	-3.1	0	-6	8	-4
COc1ccc2c3c(n(C)c2c1)[C@H](CO)N(C(=O)C1CCCC1)CC31CCN(C)CC1	-4	-2	0.1	-1	x	-1	0
(continued)
SMILES	SIRT5 block	ERp5 inh	F508del corr	CASP6 VEID inh	miR122 inh	DENV2 CPE	ERAP1 inh
C/C=C/c1ccc([C@@H]2[C@@H](CO)N3C(=O)CN(Cc4ccc(C(=O)OC)cc4)C[C@@H]23)cc1	-3	2	-1.6	-1	x	1	2
N#C/C(=C\c1c(F)cccc1Cl)C(=O)NC1CC1	4	6	1.0	4	-3	0	1
CC(C)CNC(=O)c1cc(-c2ccc3c(c2)OCO3)on1	-4	2	-2.9	-5	8	0	0
CCCOc1ccc(N2C(=O)CC(NCc3ccc(S(N)(=O)=O)cc3)C2=O)cc1 (configuration not stated)	-3	4	-1.5	-1	x	-5	4
CCN(CC)C(=O)c1nc[nH]c1C(=O)O[C@@H](C)c1ccccc1	x	2	2.5	0	-2	-4	0
O=C(NNc1nc2c(F)cccc2s1)C1=COCCO1	0	1	0.7	-1	-4	0	2
CCOC(=O)C1=C(COC(=O)c2ncc(Cl)c(Cl)c2Cl)NC(=O)NC1C (configuration not stated)	1	2	-2.5	1	-6	8	1
CN1C(=O)c2cc(NC(=O)c3cnccn3)ccc2OC[C@@H]2O[C@@H](CC(=O)O)CC[C@@H]21	-3	-3	-0.3	0	1[16.7 µM]	9	0
COc1ccccc1S(=O)(=O)N1CC[C@@H]2[C@H]1c1cc(-c3ccccc3)ccc1N[C@@H]2CO	2	-5	0.4	0	-6[16.7 µM]	6	-2
COc1cc2ccccc2cc1C(=O)N(CCN(C)C)c1nc2ccc(C)cc2s1	-1	2	2.0	-3	-13	4	-2
COC(=O)CC(c1ccc(C(C)C)cc1)n1cccc1 (configuration not stated)	-2	-5	-3.2	-2	-2	2	1

Not a retest: an excerpt of the list.
SMILES	SIRT5 block	ERp5 inh	F508del corr	CASP6 VEID inh	miR122 inh	DENV2 CPE	ERAP1 inh
CCN(CC)C(=O)c1nc[nH]c1C(=O)O[C@@H](C)c1ccccc1	x	2	2.5	0	-2	-4	0
O=C(NNc1nc2c(F)cccc2s1)C1=COCCO1	0	1	0.7	-1	-4	0	2
CCOC(=O)C1=C(COC(=O)c2ncc(Cl)c(Cl)c2Cl)NC(=O)NC1C (configuration not stated)	1	2	-2.5	1	-6	8	1
CN1C(=O)c2cc(NC(=O)c3cnccn3)ccc2OC[C@@H]2O[C@@H](CC(=O)O)CC[C@@H]21	-3	-3	-0.3	0	1[16.7 µM]	9	0
COc1ccccc1S(=O)(=O)N1CC[C@@H]2[C@H]1c1cc(-c3ccccc3)ccc1N[C@@H]2CO	2	-5	0.4	0	-6[16.7 µM]	6	-2
COc1cc2ccccc2cc1C(=O)N(CCN(C)C)c1nc2ccc(C)cc2s1	-1	2	2.0	-3	-13	4	-2
COC(=O)CC(c1ccc(C(C)C)cc1)n1cccc1 (configuration not stated)	-2	-5	-3.2	-2	-2	2	1
